# Source: PubChem (National Center for Advancing Translational Sciences (NCATS))
# HT1080 IDH1KD tx: qHTS for induction of synthetic lethality in tumor cells producing 2HG: qHTS for the HT-1080-IDH1KD cell line | Potency, µM (titrated, usually from 46.1 µM), inactives show at the top dose activity, negative = toxicity, hits mostly cytotoxic | HT-1080 IDH1 knockdown viability, ATP luminescence, 48 h | 360,000 tested, 2% active;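 also: potency is read from the fitted curve at half-maximal effect; 0% = DMSO wells and -100% = cell-free medium wells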
#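 % activity derives from luminescence (CellTiter-Glo), normalised to DMSO and no-cell wells. HT-1080-IDH1KD cells, 750/well, had 48 h compound exposure at 37 °C.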
# ATXN2 expr inh: Primary qHTS for Inhibitors of ATXN expression | HEK-293 ATXN2-luciferase reporter, luminescence, 24 h | Potency, µM (highest dose often 57 µM), for inactives: top-dose activity change, negative = inhibition, hits mostly inhibitors | 360,000 tested, 0.72% active; also: potency is read from the fitted curve at half-maximal effect; % is scaled to controls: 0 for no effect and ±100 for the full control effect; nearly all actives have a fitted effect of over 55% in size
#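 ATXN2-luciferase reporter cells (luciferase flanked by upstream and downstream ATXN2 gene portions) were treated 24 h at 37 °C with compounds at up to 57 uM. SteadyGlo luminescence gave expression; GF-AFC fluorescence gave viability.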
# MCF10A rerep: A quantitative high throughput screen for small molecules that induce DNA re-replication in MCF 10a normal breast cells. MCF 10A DNA re-replication, Hoechst nuclear intensity, 48 h. 350,000 tested, 2.9% active. Potency, µM (top dose mostly 46.1 µM), without a hit: at the highest dose activity, positive = re-replication, usual class: activators; also: potency is read from the fitted curve at half-maximal effect; % of control where 0% means no effect; nearly all actives have a fitted effect of over 50% in size
# SW480 rerep: A quantitative high throughput screen for small molecules that induce DNA re-replication in SW480 colon adenocarcinoma cells. 340,000 tested, 1.8% active. SW480 DNA re-replication, Hoechst DNA content imaging, 48 h. Potency, µM (top dose mostly 46.1 µM), for the others: at the highest dose re-replication activation, usual class: activators. AID 624297, 2012; also: potency is read from the fitted curve at half-maximal effect; % of control where 0% means no effect; nearly all actives have a fitted effect of over 55% in size
#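 First, 250 cells per well were seeded. Next, compound or vehicle (23 nL) was pinned in, plates sat 48 hr at 37 C. Finally Hoechst was added for 40 min before fluorescence scanning.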
# KB-V1 MDR tox: qHTS assay for MDR1-selective chemotherapeutics: Primary screen using the drug-selected MDR subline cells KB-V1; KB-V1 MDR cells viability, CellTiter-Glo, 72 h; Potency, µM (top dose mostly 46.1 µM), inactives show at the highest dose activity change, negative = cytotoxicity, actives largely listed as cytotoxic; 400,000 tested, 3.4% active; AID 1347076, 2019; also: potency is read from the fitted curve at half-maximal effect; % is scaled to controls: 0 for no effect and ±100 for the full control effect; nearly all actives have a fitted effect of over 60% in size
#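 Cytotoxicity via CellTiter-Glo luminescence after 72 h compound exposure at 37 degrees C. Cells: drug-selected KB-V1 line, DMEM phenol-red free plus 10% FBS. Compounds tested at multiple concentrations; normalized data fitted to concentration-effect curves.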
# WRN helicase inh: qHTS for Inhibitors of WRN Helicase; Bifunctional 3'-5' exonuclease/ATP-dependent helicase WRN (Homo sapiens), Q14191; WRN helicase unwinding, fluorescent forked duplex, kinetic; Potency, µM (top dose mostly 114 µM), inactives show top-dose activity change, negative = inhibition, hits mostly inhibitors; 360,000 tested, 0.46% active; AID 651768, 2012; also: potency is read from the fitted curve at half-maximal effect; % is scaled to controls: 0 for no effect and ±100 for the full control effect; nearly all actives have a fitted effect of over 55% in size
# Target sequence (Q14191 whole entry, looked up): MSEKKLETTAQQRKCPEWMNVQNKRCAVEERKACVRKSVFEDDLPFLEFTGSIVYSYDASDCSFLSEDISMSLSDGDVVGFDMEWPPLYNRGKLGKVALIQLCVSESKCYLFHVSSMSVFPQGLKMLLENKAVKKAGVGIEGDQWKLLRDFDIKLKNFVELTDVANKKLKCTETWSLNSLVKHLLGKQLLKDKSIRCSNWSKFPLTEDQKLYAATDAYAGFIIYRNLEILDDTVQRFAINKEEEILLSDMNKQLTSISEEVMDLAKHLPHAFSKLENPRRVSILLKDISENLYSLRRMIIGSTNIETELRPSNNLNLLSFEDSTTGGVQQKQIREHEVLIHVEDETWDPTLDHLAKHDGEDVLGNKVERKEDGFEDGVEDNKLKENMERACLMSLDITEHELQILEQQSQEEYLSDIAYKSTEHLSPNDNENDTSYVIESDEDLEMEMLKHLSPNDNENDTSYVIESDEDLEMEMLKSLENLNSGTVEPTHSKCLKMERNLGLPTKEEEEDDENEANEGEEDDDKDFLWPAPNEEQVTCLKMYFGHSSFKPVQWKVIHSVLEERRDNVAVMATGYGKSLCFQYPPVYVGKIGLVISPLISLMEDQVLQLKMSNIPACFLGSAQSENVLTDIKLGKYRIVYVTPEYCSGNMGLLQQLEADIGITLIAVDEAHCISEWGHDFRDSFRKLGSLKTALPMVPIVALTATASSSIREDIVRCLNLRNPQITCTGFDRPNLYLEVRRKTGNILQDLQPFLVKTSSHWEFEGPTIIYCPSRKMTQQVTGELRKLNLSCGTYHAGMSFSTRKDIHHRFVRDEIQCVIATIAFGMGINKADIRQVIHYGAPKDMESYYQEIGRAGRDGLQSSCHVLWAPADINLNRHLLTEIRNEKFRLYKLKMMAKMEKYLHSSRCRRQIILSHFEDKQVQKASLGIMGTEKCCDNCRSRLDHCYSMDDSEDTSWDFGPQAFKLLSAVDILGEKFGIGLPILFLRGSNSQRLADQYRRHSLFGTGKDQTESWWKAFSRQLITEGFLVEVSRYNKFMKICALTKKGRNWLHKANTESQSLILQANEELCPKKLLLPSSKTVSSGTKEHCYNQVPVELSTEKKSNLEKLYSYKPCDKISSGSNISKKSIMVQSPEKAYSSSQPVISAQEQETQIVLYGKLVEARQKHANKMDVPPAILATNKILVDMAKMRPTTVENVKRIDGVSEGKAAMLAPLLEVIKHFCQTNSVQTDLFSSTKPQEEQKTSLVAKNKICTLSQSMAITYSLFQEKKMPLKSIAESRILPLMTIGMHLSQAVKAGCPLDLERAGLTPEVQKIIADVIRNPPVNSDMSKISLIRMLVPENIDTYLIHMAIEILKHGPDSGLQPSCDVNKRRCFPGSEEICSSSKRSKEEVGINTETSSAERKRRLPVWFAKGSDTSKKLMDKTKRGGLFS
#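 Fluorescence dequenching readout, ex 525 nm/em 598 nm, kinetic mode: forked duplex DNA (100 nM final) with adjacent fluorophore and quencher unwound by WRN (20 nM final) with 2 mM ATP. Compound preincubation 15 min, room temperature.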
# IL1B secr inh: qHTS for Inhibitors of Inflammasome Signaling: IL-1-beta AlphaLISA Primary Screen. 360,000 tested, 4.7% active. THP-1 LPS/ATP IL-1B secretion, AlphaLISA, 16 h; stronger effect = lower value. AID 743279, 2014. activity change, % at 57.5 µM; in the data active = activity change below about -50%; inconclusive = mostly about -30% to -49%; also: % is scaled to controls: 0 for no effect and ±100 for the full control effect
#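 THP-1 cells pretreated 1 hr with compounds (up to 57.5 uM final), then stimulated with LPS (250 ng/mL final) plus ATP (1.25 mM final); secreted IL-1B measured by AlphaLISA after 16 hr, decreased signal indicating inhibition.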
# HT1080-NT tox: qHTS for induction of synthetic lethality in tumor cells producing 2HG: qHTS for the HT-1080-NT fibrosarcoma cell line. HT-1080-NT fibrosarcoma viability, CellTiter-Glo ATP luminescence, 48 h. AID 686970, 2013. 360,000 tested, 1.6% active. Potency, µM (series often up to 46.1 µM), without a hit: at the top dose activity, negative = less viability, usual class: cytotoxic;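 also: NT is the 2HG producing partner of a matched IDH1 knockdown line; potency is read from the fitted curve at half-maximal effect; 0% = DMSO-treated cells and -100% = media-only wells without cells; nearly all actives have a fitted effect of over 55% in size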
#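 Viability of the 2HG-overproducing fibrosarcoma line after 48 hours of compound exposure at 37 degrees C was determined by luminescence with CellTiter-Glo, and concentration-effect curves were then fitted and categorized.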
# KB-3-1 tox: qHTS assay for MDR1-selective chemotherapeutics: Primary screen using the parental adenocarcinoma cell KB-3-1. KB-3-1 viability, CellTiter-Glo ATP luminescence, 72 h. Potency, µM (highest dose often 46.1 µM), without a hit: at the highest dose activity change, negative = cytotoxic, usual class: cytotoxic. 400,000 tested, 1.4% active; also: potency is read from the fitted curve at half-maximal effect; % is scaled to controls: 0 for no effect and ±100 for the full control effect; nearly all actives have a fitted effect of over 60% in size
#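 Cytotoxicity in the drug-sensitive parental line KB-3-1 was scored as loss of CellTiter-Glo luminescence following 72 h incubation with compound. Values come from curve fitting of normalized concentration-response data.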
# An asterisk follows results filed as active; u = inconclusive; x = not tested or not shown; & = joins results of further samples; [ ] = remark or other dose. Unless noted, calls follow the shape of the dose curve; as a rule, active = well fitted curve in the direction sought with a large enough effect; inconclusive = small, poorly fitted or top-dose-only effect, or another doubt; inactive = no such curve, though single readings can be large; an effect the other way counts as inactive or inconclusive.
smiles	HT1080 IDH1KD tx	ATXN2 expr inh	MCF10A rerep	SW480 rerep	KB-V1 MDR tox	WRN helicase inh	IL1B secr inh	HT1080-NT tox	KB-3-1 tox
Cc1nc([N+](=O)[O-])cn1CC(=O)Nc1ccc2c(c1)OCO2	0%	x	-3%	-17%	21%	0%	11	0%	0%
O=C(O)CCCC(=O)Nc1ccc2c(c1)oc1ccccc12	5%	-34%	9%	-49%[inhibitor]	2%	-5%	53	5%	15%
Cc1cc(N)n2nc(C(F)(F)F)nc2n1	-10%	4%	0%	10%	-13%	-9%	16	-16%	6%
CCC(Sc1nc2c(cnn2-c2ccc(Cl)cc2)c(=O)[nH]1)C(=O)OC (stereo not given)	15%	1%	-1%	-5%	3%	5%	44	0%	-5%
COc1ccc(N/C(N)=N/c2nc(C)cc(C)n2)cc1	2%	x	x	x	-3%	23%	82	3%	-4%
Cc1nn(C)c(N)c1-c1ccccc1	-1%	1%	0%	-2%	11%	1%	-19	0%	-9%
COc1ccc(S(=O)(=O)N2CCCCCC2)cc1C(=O)OCC(=O)NCC(C)C	1%	-13%	7%	-1%	-20%	-2%	-14	-1%	0%
O=S(=O)(c1ccc(Cl)c(C(F)(F)F)c1)N1CCN(c2ccccn2)CC1	1%	-6%	7%	1%	u	2%[57.1 µM]	3	-1%	-4%
COc1ccc(-c2coc3cc(O)ccc3c2=O)cc1	11%	96%&61%[activator]	15%	-19%	3%	-4%	1	15%	0%
COc1ccc(-c2nc(C#N)c(NCc3ccc(C)cc3)o2)cc1OC	-28%	-2%	3%	2%	-15%	-1%	-8	-19%	-3%
Cc1cc(C)cc(NC(=O)CCn2c(=S)[nH]c3ccccc3c2=O)c1	-12%	-24%	0%	3%	-11%	-5%	-18	-10%	0%
COc1cc(/C=C(\C#N)C(=O)c2c(C)[nH]c3ccccc23)cc(OC)c1OC	0%	10%	0%	-3%	4%	-21%[57.1 µM]	-5	4%	u
C=CCc1cccc2cc(C(=O)N3CCN(c4ccccn4)CC3)c(=O)oc12	-3%	-6%	16%	9%	-1%	-11%	11	-12%	u
Cc1nc2ccccc2cc1C(=O)N(C)Cc1ccccc1	12%	0%	2%	0%	-18%	4%	17	4%	-1%
c1cnc(NC2CCCCCC2)nc1	10%	0%	-4%	-4%	-1%	0%	6	6%	-14%
COC(=O)c1cc2nc(-c3ccccc3)cc(C(F)(F)F)n2n1	u	0%	-3%	-2%	9%	-13%	4	1%	6%
O=C(Nc1cc(Cl)cc(Cl)c1)C1CCCC1	-6%	-9%	u	1%	13%	-27%	18	-3%	-5%
O=C(COC(=O)CCCN1C(=O)c2cccc3cccc(c23)C1=O)Nc1cccc(Br)c1	9%	3%	3%	-1%	u	2%	-15	15%	u
O=C(CS(=O)(=O)c1ccc(Cl)cc1)NCCS(=O)(=O)c1ccc(Cl)cc1	-9%	2%	-4%	-15%	3%	-26%	-2	-17%	3%
CCS(=O)(=O)Nc1ccc(C2=NN(S(=O)(=O)c3ccc(F)cc3)C(c3ccco3)C2)cc1 (stereo not given)	u	-15%	u	-6%	-8%	-13%	-5	u	-31%
CC1=Nc2ccccc2N=C(NC(=O)/C=C/C(=O)O)C1c1ccccc1 (stereo not given)	-17%	77%[activator]	1%	3%	-7%	2%	36	-8%	-3%
CC(=O)CCS(=O)(=O)c1ccc(Oc2ccc(S(=O)(=O)CCC(C)=O)cc2)cc1	u	26%	u	u	u	-6%	-75*	u	u
CN1c2ccccc2-c2nc3ccccc3n2C1c1ccco1 (stereo not given)	-12%	2%	u	6%	-26%	-17%	u	-15%	-11%
CC(=O)c1c(C)[nH]c(C(=O)Nc2ccccc2Cl)c1C	-2%	28%	u	26%	-29%	-12%	6	-8%	-17%
COCCNc1nc(NCCCN2CCCC2=O)c2sc(-c3ccccc3)cc2n1	u	-17%	x	x	-26%	-3%	0	u	0%
COc1cc(OC)cc(C(=O)NNC(=O)C(=O)Nc2cc(OC)c(Cl)cc2OC)c1	-7%	-10%	u	5%	0%	9%	-15	-6%	u
Cc1nnc(SCc2ccon2)n1-c1ccccc1	-4%	4%	1%	3%	-7%	-1%	6	5%	4%
Cc1ccc(/C=C2\SC(=S)N(CCCC(=O)Nc3ccccc3C(=O)O)C2=O)cc1	10%	13µM*	u	0%	u	-2%	26	25%	-20%
O=C1CN(C(=O)COC(=O)CCC(=O)c2ccc(F)cc2)c2ccccc2N1	11%	9%	3%	-1%	-4%	6%	25	11%	-27%
CC(=O)Nc1cc(ON=C(C)C)cc([N+](=O)[O-])c1	-1%	-10%	0%	-5%	20%	-11%	14	-1%	-3%
CC(CCc1ccccc1)NC(=O)c1ccc2nc(N3CCOCC3)sc2c1 (stereo not given)	-7%	-16%	-35%[inhibitor]	-97%[inhibitor]	u	-1%	12	-3%	0%
Cc1ccc(-n2nc3c(=O)n(CCCC(=O)NCc4ccccc4C)nc(C)c3c2C)cc1	8%	x	1%	2%	-27%	-6%	-25	-8%	-10%
NNC(=O)CNS(=O)(=O)c1ccc([N+](=O)[O-])cc1	14%	-5%	-1%	-17%	21%	6%	-4	1%	8%
CC(=O)c1cccc(-c2ccc3c(c2)C(C)(Cc2ccccc2C#N)C(=O)N3)c1 (stereo not given)	-12%	-30%	x	x	0%	-6%	38	-20%	u
CC(CCc1ccccc1)NC(=O)CN1C(=O)NC2(CCCCC2)C1=O (stereo not given)	0%	4%	0%	1%	-25%	0%	-10	-1%	10%
O=P(c1ccccc1)(c1ccccc1)c1nc(-c2ccccc2)oc1N1CCOCC1	1%	-31%	5%	-7%	-3%	-3%	-24	-3%	-12%
CCCc1nnc(NC(=O)CCC(=O)N2CCN(Cc3ccccc3)CC2)s1	11%	-1%	7%	-10%	-6%	-5%	46	2%	u
O=C1NC(Cc2ccc(O)cc2)c2nc3ccc(F)cc3c(=O)n2-c2cc(Cl)ccc21 (stereo not given)	-8%	8%	-6%	0%	1%	-1%	0	4%	8%
COc1ccc(C(C)(C)C)cc1NC(=O)c1ccc2ncsc2c1	-14%	20%	4%	24%	-12%	-15%	-51*	-18%	5%
CS(=O)(=O)c1ccc(Nc2nc(C(N)Cc3ccc(Cl)cc3)cs2)cc1 (stereo not given)	u	u	x	x	u	0%[57.1 µM]	u	15µM*	u
COc1ccc(C(=O)CN2C(=O)NC3(CCCCCC3)C2=O)c(OC)c1	3%	13%	1%	6%	-15%	-3%	u	13%	6%
CCOC(=O)CC1COCCN1C(=O)CCc1nnc(-c2ccsc2)o1 (stereo not given)	5%	x	1%	-5%	-2%	7%	6	9%	30%
Cc1cc(OCC(=O)Nc2ccccc2F)nc(C(C)C)n1	0%	1%	-2%	-4%	-6%	1%	25	6%	1%
O=C(NNC(=O)c1ccccc1Cl)c1csc(N2CCOCC2)n1	3%	9%	0%	-4%	-21%	-2%	9	-1%	-2%
CCOC(=O)/C=C(\C)Sc1cc(=O)oc2ccccc12	16µM*	3%	u	u	u	-6%	-52*	15µM*	u
CCCC(C)NC(=O)c1ccccc1SC (stereo not given)	8%	-1%	0%	0%	-14%	-6%	-13	9%	-3%
Cc1nc2ccc(S(=O)(=O)N(C)CC(=O)N3CCc4ccccc43)cc2s1	-27%	-5%	8%	5%	-8%	-4%	0	-8%	3%
Nc1c(S(=O)(=O)c2cccc(Cl)c2)c2nc3ccccc3nc2n1CCN1CCOCC1	-14%	-11%	1%	24%	u	-2%	-5	-4%	-8%

# Reformatted with values under each structure: part of the list above.
# Fields: HT1080 IDH1KD tx | ATXN2 expr inh | MCF10A rerep | SW480 rerep | KB-V1 MDR tox | WRN helicase inh | IL1B secr inh | HT1080-NT tox | KB-3-1 tox
CCOC(=O)/C=C(\C)Sc1cc(=O)oc2ccccc12
 : 16µM* | 3% | u | u | u | -6% | -52* | 15µM* | u
CCCC(C)NC(=O)c1ccccc1SC (stereo not given)
 : 8% | -1% | 0% | 0% | -14% | -6% | -13 | 9% | -3%

# Next section:
smiles	HT1080 IDH1KD tx	ATXN2 expr inh	MCF10A rerep	SW480 rerep	KB-V1 MDR tox	WRN helicase inh	IL1B secr inh	HT1080-NT tox	KB-3-1 tox
CCc1cc(C(=O)c2ccc(OC)cc2)c(NC(=O)COCC(=O)O)s1	-4%	x	2%	-2%	-12%	-3%	-20	-1%	-11%
CCCn1c(SCC(=O)Nc2cc(C(=O)O)ccc2C)nc2sc3c(c2c1=O)CCC3	4%	6%	5%	-11%	0%	-12%	0	2%	3%
O=C(CNCCC1=CCCCC1)Nc1ccccc1N1CCCCCC1	-8%	x	21µM*	7%	12µM*	2%	0	1%	u
CC(C)CCN1CCN(C2CCN(c3ccccc3)CC2)CC1CCO (stereo not given)	-5%	x	4%	-8%	3%	-2%	-2	-4%	-3%
CN1C(C(=O)Nc2cccc(O)c2)=CC(c2cccs2)=NS1(=O)=O	-2%	-28%&-9%	1%	-10%	3%&-7%	5%	-10	6%	u
O=C(CCC(=O)N1CCCCCC1)NCc1ccc(F)cc1	8%	-43%	u	-3%	0%	13%	-2	8%	10%
CN(Cc1cccc(Cl)c1)C(=O)C1CCN(C(=O)Nc2ccccc2)CC1	-1%	7%	10%	-4%	-11%	-2%	-22	0%	-12%
